# Bim-Bfl-1: inhibitors of Bim-Bfl-1 interaction, human | Q16548 | Bead-based flow cytometry, Bim-Bfl-1 binding inhibition | inhibition, % at 10 µM | hit rate 0.12% among 190,000 | AID 1008;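 further: 0% = wells without compound plus tracer and 100% = blocker peptide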
# Rab7 wt modul: dog Rab7 wildtype GTP binding, inhibitors and activators; GST-Rab7 beads, fluorescent GTP binding, flow cytometry; actives lie on both sides; untreated = 100%, excess cold GTP = 0%; GTP binding activity (percent of control), % at 10 µM; hit rate 0.055% among 190,000;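 active means fluorescent GTP binding to Rab7 beads changed by at least 20 points from the 100% baseline, either direction, mostly lower; inconclusive means compound itself probably fluorescent, or too few beads counted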;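 further: median green fluorescence of bound Bodipy-FL-GTP per Rab7 bead population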
# Rac1 mut GTP: alters GTP binding to activated mutant human Rac1 | hit rate 0.11% among 190,000 | percent activity (GTP binding), % at 10 µM | GST-Rac1 activated beads, fluorescent GTP binding, flow cytometry; actives lie on both sides; 100% means binding = to untreated wells;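 active means GTP binding at least 20 percentage points away from the 100% baseline, in either direction, so actives lie on both sides; inconclusive means Compound likely fluorescent itself, or too few beads counted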
# Bim-Bcl-W: inhibitors of Bim-Bcl-W interaction, human; Q92843; bead-based flow cytometry, Bim peptide-Bcl-W binding; inhibition, % at 10 µM; hit rate 0.02% among 190,000;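 further: 0% = bound tracer without compound and 100% = peptide blocker; higher means less fluorescent Bim peptide bound to Bcl-W beads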
# Target sequence (Q92843 whole entry, looked up): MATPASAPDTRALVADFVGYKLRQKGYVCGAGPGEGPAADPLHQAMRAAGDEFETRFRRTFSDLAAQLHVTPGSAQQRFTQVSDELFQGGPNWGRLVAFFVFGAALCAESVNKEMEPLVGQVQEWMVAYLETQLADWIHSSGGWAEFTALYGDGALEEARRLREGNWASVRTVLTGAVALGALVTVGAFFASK
# HRas wt GTP: modulators of GTP binding to human HRas wildtype; P01112; GST-Ras wt beads, Bodipy-FL-GTP binding, flow cytometry; actives lie on both sides; GTP binding activity, % at 10 µM; hit rate 0.14% among 190,000; AID 759;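 active means GTP binding activity at least 20% away from the 100% baseline, either lowered as inhibitor or raised as activator; inconclusive means flagged as likely green fluorescent, judged across all proteins in the well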;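 further: 0% = unlabeled GTP competition control and 100% = no-compound control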
# Cdc42 wt: changes GTP binding to wildtype human Cdc42; percent activity (GTP binding), % at 10 µM; GST-Cdc42 beads, Bodipy-GTP binding, flow cytometry; actives lie on both sides; hit rate 0.2% among 190,000; P60953;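 active means percent activity GTP binding at least 20 points away from the 100% baseline, either down as inhibitor or up as activator; inconclusive means compound flagged as likely green fluorescent from well-wide comparison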;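 further: median bead fluorescence of bound Bodipy-FL-GTP at 100 nM; 0% = excess unlabeled GTP control and 100% = no compound control; below 100% means less GTP binding so inhibitor and above means activator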
# Rac1 wt GTP bind: alters GTP binding to wildtype human Rac1. GST-Rac1 beads, fluorescent GTP binding, flow cytometry; actives lie on both sides; 0 = cold GTP competed, 100 = untreated. GTP binding activity (% of control), % at 10 µM. hit rate 0.27% among 190,000. AID 757;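 active means GTP binding activity at least 20 points away from the 100% control level, either lower or higher; inconclusive means compound flagged as likely green fluorescent, judged across all proteins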
# Rab2 wt GTP: changes GTP binding to wildtype dog Rab2A, up or down | P61105 | GST-Rab2 wt beads, Bodipy-GTP binding, flow cytometry | GTP binding activity, % at 10 µM | hit rate 0.19% among 190,000;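 active means GTP binding activity at least 20 points away from 100%, either lowered or raised; inconclusive means signal likely due to the compound's own green fluorescence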;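 further: 0% = beads with excess unlabeled GTP and 100% = no-compound control corrected for plate trend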
# Bim-Bcl-B: disrupts Bim peptide binding to human Bcl-B. Q9HD36. bead-based flow cytometry. hit rate 0.073% among 190,000. inhibition, % at 10 µM;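 further: 0% = tracer peptide without compound and 100% = reference inhibitor peptide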
# Target sequence (Q9HD36 whole entry, looked up): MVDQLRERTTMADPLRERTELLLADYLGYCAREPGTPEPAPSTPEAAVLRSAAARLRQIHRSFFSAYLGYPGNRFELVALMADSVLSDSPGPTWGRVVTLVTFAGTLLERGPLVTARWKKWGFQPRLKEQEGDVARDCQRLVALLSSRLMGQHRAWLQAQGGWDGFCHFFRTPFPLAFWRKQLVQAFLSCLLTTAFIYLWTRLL
# Bim-Bcl-2: disrupts Bim peptide binding to human Bcl-2 | P10415 | Bead-based flow cytometry, Bim peptide-Bcl-2 binding | inhibition, % at 10 µM | hit rate 0.06% among 190,000 | AID 950; in the data active means inhibition above about 40%; inconclusive means no clear call, values can overlap the other calls;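 further: 0% = no compound wells with probe peptide and 100% = reference peptide inhibitor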
# Target sequence (P10415 whole entry, looked up): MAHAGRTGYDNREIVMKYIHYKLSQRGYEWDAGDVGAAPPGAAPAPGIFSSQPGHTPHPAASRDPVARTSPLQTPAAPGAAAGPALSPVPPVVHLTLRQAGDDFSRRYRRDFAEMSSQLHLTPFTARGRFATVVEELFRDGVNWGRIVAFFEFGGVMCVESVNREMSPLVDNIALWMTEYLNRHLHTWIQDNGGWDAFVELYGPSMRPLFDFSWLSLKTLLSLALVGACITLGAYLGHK
# Bcl-XL Bim block: disrupts Bim peptide binding to human Bcl-XL. hit rate 0.04% among 190,000. Q07817. AID 1007. bead flow cytometry, fluorescence. inhibition, % at 10 µM
# Target sequence (Q07817 whole entry, looked up): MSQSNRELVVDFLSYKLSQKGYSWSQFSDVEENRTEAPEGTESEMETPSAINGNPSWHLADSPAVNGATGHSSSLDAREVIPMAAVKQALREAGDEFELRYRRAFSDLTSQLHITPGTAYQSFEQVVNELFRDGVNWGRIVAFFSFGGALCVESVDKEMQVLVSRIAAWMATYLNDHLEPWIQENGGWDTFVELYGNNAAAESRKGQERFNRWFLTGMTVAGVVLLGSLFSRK
# The depositor's hits bear a star; ? = inconclusive; . = no result given. Unless noted, no stated cut-off is given here; in the data, active means inhibition above about 40%.
molecule	Rac1 mut GTP	Bim-Bfl-1	Rab2 wt GTP	Bim-Bcl-W	Bim-Bcl-B	Cdc42 wt	HRas wt GTP	Rac1 wt GTP bind	Rab7 wt modul	Bim-Bcl-2	Bcl-XL Bim block
O=C1N=C(N2CCOCC2)S/C1=C\c1ccc(OS(=O)(=O)c2ccccc2)cc1	97	1	94	-1	0	93	94	96	93	0	-2
COC(=O)/C(=N/Nc1ccc(C)cc1)N1CCCc2ccccc21	99	-7	97	-6	-11	96	99	102	98	-6	-6
O=C(CN1CCCCCC1=O)OCc1ncc(-c2ccccc2)o1	99	0	101	1	3	101	100	101	97	2	2
CC(C)(C)c1ccc(C(=O)N2CCC(C(=O)NCc3ccco3)CC2)cc1	101	-4	100	-4	-7	105	105	107	102	-2	-8
COc1cc(C2C3C(=O)N(c4ccc(F)cc4)C(=O)C3ON2c2ccccc2)ccc1O (stereo not given)	100	2	105	1	2	103	102	105	104	0	4
COc1cc([N+](=O)[O-])ccc1N1C(=O)C2C3C=CC(C4CC34)C2C1=O (stereo not given)	88	6	97	0	1	87	92	88	101	2	0
CCc1ccccc1NC(=O)c1cc(=O)c2ccccc2o1	94	0	95	-1	-2	94	96	97	104	0	-2
COc1cccc(NC(=O)CCC(=O)Nc2cccc(OC)c2)c1	101	-1	99	-2	-2	98	97	100	98	-4	-4
Cc1cccc(NC(=O)c2cnc3n(c2=O)CCS3)c1	99	.	102	.	.	103	102	106	102	?	.
CCc1ccc(CN(C)C(=O)CCc2nnc(CCc3ccccc3OC)o2)nc1	98	-5	99	-5	-8	101	100	104	100	-7	-5
Cn1c(=O)c2c(nc(NCCCO)n2C/C=C/c2ccccc2)n(C)c1=O	99	-14	98	-2	-11	101	99	105	99	-6	-10
CCN(CC)C(=O)C(=O)c1cccn1-c1c(Cl)cccc1C#N	99	0	102	1	-2	100	101	104	108	-2	0
O=C1NC2(CCCCC2)N(C(=O)c2ccccc2)C2=C1CCCC2	97	0	96	1	0	102	99	104	99	5	-1
COC(=O)COc1ccc(S(=O)(=O)NCC2CCCO2)cc1Cl (stereo not given)	98	-11	97	0	-7	101	98	95	94	-10	-4
COC(=O)c1sccc1-n1cccc1C(=O)C(=O)N1CCCC1	100	-2	101	-4	0	99	100	106	97	2	2
CC(C)Sc1nc2ccccc2[nH]1	93	-4	96	-5	-5	95	97	99	94	-5	-3
O=C(c1ccc(Cl)cc1Cl)c1ncc(C(F)(F)F)cc1Cl	97	-4	97	0	-2	101	100	100	98	-3	0
O=C(/C=C/Nc1cccc(F)c1)c1ccco1	98	-7	100	1	-8	100	100	104	102	-4	-1
COc1ccc(-n2cc(CNCCCN3CCCC3=O)c(-c3ccccc3Cl)n2)cc1	95	-6	100	-4	-6	98	99	100	102	-5	-5
CCOc1ccccc1OCCCC(=O)NC1CCCc2ccccc21 (stereo not given)	97	9	100	3	6	98	101	102	98	8	7
COc1ccc(C(=O)C(CO)Oc2ccccc2OC)cc1OC (stereo not given)	99	-4	100	1	-6	100	102	106	100	-6	-2
NC(=O)N/N=C/c1cn(-c2ccccc2)nc1-c1cccs1	99	-5	98	-1	-4	94	98	98	102	-2	-3
O=C(Nc1ccc2oc(-c3ccccc3)nc2c1)c1cccs1	97	0	101	-3	-14	96	99	98	98	-6	-3
CCS(=O)(=O)Nc1ccc2[nH]c(=O)[nH]c2c1	93	-4	96	-6	-6	94	93	93	102	-2	-6
CCCS(=O)(=O)N1CCN(Cc2ccccc2C(F)(F)F)CC1	100	-8	106	-4	0	104	102	106	105	-5	-2
COc1ccc(-c2nnc(SCC(=O)Nc3nncs3)o2)cc1	?	-3	?	-4	-1	?	?	?	?	0	-3
CCOC(=O)N1CCN(S(=O)(=O)Cc2ccccc2)CC1	101	-1	104	-2	-1	106	103	105	97	0	-3
CCOc1cc(/C=N/NC(=O)CN2CCOCC2)ccc1OCc1ccc(Cl)cc1	95	-11	97	-3	-6	98	97	95	98	-8	-16
COC(=O)C(Cc1ccc(OC(=O)c2ccc(Cl)cc2)cc1)N1Cc2ccccc2C1=O (stereo not given)	96	-3	95	-1	-2	97	98	100	96	2	0
COc1ccc(S(=O)(=O)N2CCOC2CNC(=O)C(=O)NCCc2c[nH]c3ccccc23)cc1 (stereo not given)	99	0	98	0	-2	99	97	104	96	-2	-1
O=Cc1c(F)cccc1N1CCCC1	99	-2	102	0	-1	99	100	98	101	0	1
O=C(NC1(C(F)(F)F)NC(=O)N(Cc2ccccc2)C1=O)c1cccnc1 (stereo not given)	96	-4	98	0	-6	98	96	98	97	-5	-1
Cc1nn(-c2ccccc2)c(N)c1Sc1ccc([N+](=O)[O-])cc1	100	9	97	0	4	98	98	101	96	1	1
COc1ccc2c(c1OC)C(=O)OC2CC(=O)c1ccc(O)c(O)c1 (stereo not given)	98	-9	100	1	-4	98	101	99	99	-7	-11
O=c1oc2ccccc2nc1/C=C(O)/C=C\c1ccccc1	94	-1	95	3	-8	97	98	99	97	-7	2
O=C(O)C1CCN(C(=O)c2ccc(Cl)cc2)CC1	100	0	99	0	-2	99	101	102	99	-2	-1
Cc1ccc(-c2nc(=S)c3c(n2CC2CCCO2)CC(C)(C)OC3)cc1 (stereo not given)	94	6	98	3	5	96	98	98	100	1	2
COc1ccc(-c2nc(C#N)c(N3CC(C)OC(C)C3)o2)cc1OC (stereo not given)	101	-13	103	3	-5	103	101	106	102	-12	-4
COc1ccc(N2C(=O)CC(Nc3ccc(F)cc3)C2=O)c([N+](=O)[O-])c1 (stereo not given)	93	5	98	-2	1	96	97	96	94	0	-1
COC(=O)c1[nH]c2ccc(Cl)cc2c1NC(=O)CN1CCC(C(N)=O)CC1	104	-13	100	2	-7	103	101	105	97	-10	-1
CCC(=O)NC(NC(=S)Nc1ccccc1Br)C(Cl)(Cl)Cl (stereo not given)	105	0	105	-3	-6	105	106	107	105	0	-5
CC1CC(C)CN(S(=O)(=O)c2ccc(NC(=S)NC(=O)c3ccccc3)cc2)C1 (stereo not given)	98	0	97	-1	-2	99	100	104	97	-3	-4
Cc1ccc(NC(=O)CSc2nnc(CNC(=O)c3ccco3)o2)cc1	97	3	91	1	3	88	94	94	98	0	1
Cc1ccc(C2CC(c3ccccc3)=NN2c2ccccc2)o1 (stereo not given)	100	1	96	0	-6	93	97	99	98	-2	-5
COc1ccc(CNC(=O)C2CCN(S(=O)(=O)c3c(C)n[nH]c3C)CC2)cc1	99	-2	99	1	-1	103	99	101	96	-2	-2
O=C(c1ccccc1)c1coc2ccc(O)c(CN3CCOCC3)c12	99	-11	102	0	-8	106	100	110	100	-6	-5
CCSc1nnc(NC(=O)c2csc(C)c2)s1	98	2	102	-1	1	97	98	98	100	-1	-4
O=S(=O)(Nc1ccc2c(c1)nc1n2CCN(Cc2ccccc2)C1)c1ccc(F)cc1	100	-14	98	0	-5	102	100	100	96	-13	-9
CCC(C(=O)Nc1cccc(C(=O)O)c1)c1ccccc1 (stereo not given)	95	-7	101	0	-1	96	101	99	103	-4	-1
Cc1ccc(C)c(N(C(=O)CCC(=O)Nc2cc(C)on2)C(C(=O)NC2CCCC2)c2ccco2)c1 (stereo not given)	98	-10	99	0	-9	100	100	102	100	-8	-5
CC1CCc2c(sc(NC(=O)CSc3ncnc4c3cnn4-c3ccccc3Cl)c2C#N)C1 (stereo not given)	101	-1	102	-3	-4	105	103	107	103	-4	-3
CCC(C)(C)NC(=O)C(c1cccn1C)N(Cc1ccc(OC)cc1)C(=O)Cn1nnc2ccccc21 (stereo not given)	93	-1	94	0	-2	97	94	101	93	-7	-2
CCN(CC)c1ccc(NC(=O)c2ccccc2Br)cc1S(=O)(=O)Nc1ccccc1OC	98	33	100	2	-33	102	101	104	100	2	-2
COCCN1C(=O)C(CC(=O)Nc2ccccc2)SC1=Nc1ccc(OC)cc1 (stereo not given)	98	0	98	-1	0	100	100	100	96	1	0
NC(=O)c1ccc(C2SCC(=O)N2Cc2ccccc2)cc1 (stereo not given)	102	-12	100	0	-8	106	102	105	98	-4	-2
Cc1cc2c(cc1C)CSC(c1ccccc1OC(=O)C(C)C)SC2	100	-18	102	0	-6	100	100	106	99	-7	-6
CC(C)CC(=O)NC(NCC1CCCO1)C(Cl)(Cl)Cl (stereo not given)	96	-6	95	2	-2	98	97	96	95	-6	-1
O=C(N/N=C/C1CCCCC1)c1cc(Cl)ccc1O	93	-5	93	3	0	91	92	94	96	-2	-4
C/C(=N\Nc1ccc(C(F)(F)F)cn1)c1ccc(S(=O)(=O)NCc2ccco2)cc1	98	0	96	-1	-4	98	98	105	102	0	-3
COc1ccc(CC2(CO)CCN(CC3=CC[C@H]4C[C@@H]3C4(C)C)CC2)cc1	98	-4	102	-1	-1	102	98	105	99	-4	-2

# Remaining list, next part:
molecule	Rac1 mut GTP	Bim-Bfl-1	Rab2 wt GTP	Bim-Bcl-W	Bim-Bcl-B	Cdc42 wt	HRas wt GTP	Rac1 wt GTP bind	Rab7 wt modul	Bim-Bcl-2	Bcl-XL Bim block
CCCCN(CC(=O)NCc1ccc(Cl)cc1)S(=O)(=O)c1ccc2c(c1)OCCO2	97	-2	96	0	0	97	96	99	99	-3	-2
COc1ccc(C(=O)Nc2nc(-c3cccs3)cs2)cc1	97	-1	98	0	0	97	99	102	96	-4	-13
CCCCCC(=O)NC(=S)Nc1ccc2oc(=O)ccc2c1	92	2	93	-3	-1	96	94	95	93	0	-3
CCn1c(SCC(=O)Nc2nc(C)c(C)s2)nnc1-c1cccnc1	102	-15	103	3	-7	102	103	104	104	-2	0
CC1CCCCC1NS(=O)(=O)c1ccc(-n2cnnn2)cc1 (stereo not given)	99	-17	97	1	-5	100	99	99	99	-3	0
Cn1c(Cc2ccccc2)nnc1SCC(=O)N1CCN(c2ccccc2)CC1	96	-1	95	-1	-3	97	96	97	94	0	-3
CN1CCN(CCCNC(=O)c2cc3c(=O)n(C)c4ccccc4c3s2)CC1	102	-8	101	1	-1	104	100	109	99	-3	0
O=Nc1c(O)n(Cc2c(Cl)cccc2Cl)c2ccccc12	96	2	92	-1	-6	99	98	98	96	0	-4
Cc1ccc(C)c2[nH]c(=O)c(C(c3nnnn3C3CCCC3)N3CCOCC3)cc12 (stereo not given)	99	0	100	0	-3	99	100	101	100	2	0
COc1ccc(CNc2ncccn2)cc1OC	97	-4	98	0	-3	98	99	101	102	1	-1

# Compound activity deposited in PubChem BioAssay by NMMLSC.
